Screening data as filed in PubChem BioAssay.
Scp1 inh – blocks human Scp-1 phosphatase activity; Q9GZU7; Recombinant Scp1, phosphopeptide, malachite green phosphate absorbance; inhibition, % at 20 µM; hit rate 0.88% among 340,000;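 active = inhibition above about 50% at 20 µM, limit read from the data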;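 note: plate controls were DMSO wells with enzyme for no effect and wells lacking enzyme for full effect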
Target sequence (Q9GZU7 76-261 limits assumed): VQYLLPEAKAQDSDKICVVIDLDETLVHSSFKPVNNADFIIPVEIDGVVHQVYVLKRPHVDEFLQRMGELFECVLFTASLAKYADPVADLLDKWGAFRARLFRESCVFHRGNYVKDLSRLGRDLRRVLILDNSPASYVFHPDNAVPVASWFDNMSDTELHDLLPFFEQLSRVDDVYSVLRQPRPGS
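Assay system: SCP-1 catalytic fragment, aa 76-261 | Buffer or medium: Tris acetate buffer pH 5.5 with MgCl2 and Tween-20 | Compound: One concentration, 20 µM, with 1.0% DMSO | Also added: Phospho 17-mer peptide substrate | Signal: Absorbance at 630 nm | Incubation: 45 min enzyme reaction at room temperature | Measure: % inhibition of SCP-1 phosphate liberation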
LMPTP inh – LMPTP (human) inhibition | recombinant LMPTP-A, OMFP fluorogenic substrate, fluorescence intensity | inhibition, % at 20 µM | AID 651560 | hit rate 0.22% among 360,000 | P24666;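 active = compounds that cut the enzyme signal by at least half of the control window in the single-dose screen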;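 note: plate controls were DMSO wells with enzyme plus substrate for no effect and substrate without enzyme for full effect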
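Test system: LMPTP-A, protein tyrosine phosphatase of low molecular weight; Input: 0.625 nM enzyme; Incubation: 50 min dark incubation at room temperature; Signal: endpoint fluorescence intensity from OMFP dephosphorylation; Read-out basis: % inhibition versus control wells.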
CendR NRP1 mod – NRP-1/CendR interaction modulation; O14786; FAM-RPARPAR peptide binding to NRP-1, fluorescence polarization; inhibition, % at 25 µM; hit rate 0.85% among 360,000;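 active = inhibition or corrected inhibition above about 18%, plus a signal ratio from 0.5 to 1.5, limit read from the data, passing the limit was not always enough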; note: strong numbers were not always called active
Target sequence (O14786 whole entry, looked up): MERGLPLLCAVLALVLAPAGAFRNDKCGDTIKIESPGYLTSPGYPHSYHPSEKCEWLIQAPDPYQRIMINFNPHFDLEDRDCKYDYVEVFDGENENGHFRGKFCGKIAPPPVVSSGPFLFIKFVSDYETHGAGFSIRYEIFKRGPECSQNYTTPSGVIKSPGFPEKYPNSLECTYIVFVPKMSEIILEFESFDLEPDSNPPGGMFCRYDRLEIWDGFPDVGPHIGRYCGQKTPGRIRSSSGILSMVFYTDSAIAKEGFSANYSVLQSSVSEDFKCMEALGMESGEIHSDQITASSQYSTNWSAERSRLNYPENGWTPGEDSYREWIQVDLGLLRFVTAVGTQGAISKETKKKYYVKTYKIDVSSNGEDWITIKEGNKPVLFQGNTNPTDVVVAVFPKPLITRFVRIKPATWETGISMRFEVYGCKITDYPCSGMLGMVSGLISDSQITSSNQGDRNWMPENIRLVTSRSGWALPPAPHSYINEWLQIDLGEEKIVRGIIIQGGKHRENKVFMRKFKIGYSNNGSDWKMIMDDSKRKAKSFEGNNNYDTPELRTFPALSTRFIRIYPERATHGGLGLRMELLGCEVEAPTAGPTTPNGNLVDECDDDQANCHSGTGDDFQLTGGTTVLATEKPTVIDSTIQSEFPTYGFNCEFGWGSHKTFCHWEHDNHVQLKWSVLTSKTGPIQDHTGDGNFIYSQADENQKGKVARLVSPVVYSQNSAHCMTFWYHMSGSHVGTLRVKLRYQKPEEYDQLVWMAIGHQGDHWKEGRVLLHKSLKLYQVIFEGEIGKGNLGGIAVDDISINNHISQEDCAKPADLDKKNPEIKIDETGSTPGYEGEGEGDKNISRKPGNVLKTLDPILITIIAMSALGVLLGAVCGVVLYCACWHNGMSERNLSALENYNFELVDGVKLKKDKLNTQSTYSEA
SUMO1 PPI mod – SUMO1-SIM interaction modulation; P63165; SUMO1 binding to a labelled peptide, TR-FRET, 1 h; inhibition, % at 20 µM; hit rate 0.33% among 360,000; in the data active = inhibition above about 37%
STEP inh – blocks human striatal-enriched tyrosine phosphatase; hit rate 0.25% among 360,000; recombinant STEP, OMFP fluorogenic substrate, fluorescence; inhibition, % at 20 µM; AID 588621;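 active = inhibition at 20 µM, scaled per plate between control wells, above about 37%, limit read from the data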;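 note: 0% = DMSO with enzyme and substrate and 100% = substrate only without enzyme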
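Material: STEP (striatal-enriched tyrosine phosphatase) enzyme, cell-free | Medium: 50 mM Bis-Tris pH 6.0 with 2.5 mM DTT and 0.005% Tween 20 | Read-out: Percent inhibition scaled to no-enzyme and uninhibited-enzyme controls, plate-pattern corrected | Signal: Fluorescence read at 480 nm ex / 540 nm em | Times: 20 min reaction, room temperature, in the dark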
Neddyl block – blocks human cullin neddylation | AID 651699 | TR-FRET cullin neddylation, biochemical | P61081+Q13564 | calls only at 25 µM | hit rate 0.58% among 360,000; in the data active = inhibition above about 36%
Tb MetRS inh – blocks T. brucei methionyl-tRNA synthetase activity. inhibition, % at 11.9 µM. AID 624268. hit rate 0.4% among 360,000. purified T. brucei MetRS, ATP depletion, Kinase-Glo luminescence;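 active = inhibition above a per-plate cutoff of the control wells' mean inhibition plus 3 SD, cut at about 5.5% in these data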;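 note: 0% = DMSO wells median and 100% = median of wells with control inhibitor compound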
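Test system – parasite MetRS enzyme · Reagent – substrates ATP, L-methionine and bulk Escherichia coli tRNA · Doses – 11.9 µM compound single dose, 0.9% DMSO · Times – 15 min enzyme-compound preincubation, 2 h reaction, 10 min detection, 25 °C · Signal – Kinase-Glo luminescence, ATP depletion format · Controls – DMSO-only wells as low control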
DNMT1 inh – inhibitors of human DNMT1; hit rate 0.83% among 360,000; AID 588458; P26358; DNMT1 molecular beacon, Hinp1I cleavage, fluorescence; inhibition (reported as % activation of signal), % at 10 µM; in the data active = inhibition above about 50%
SKN-1 inh – inhibitors of C. elegans SKN-1; C. elegans VP596 Pgst-4::GFP/RFP ratio, acrylamide-induced, 24 h; inhibition, % at 21.8 µM; hit rate 0.49% among 360,000;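 active = interference check ratio from 0.5 to 1.5 plus GFP to RFP signal ratio inhibition reaching or exceeding a fixed threshold, cut at about 30% in these data, passing the limit was not always enough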; note: some compounds called inactive have numbers as strong as hits
NadD inh – NadD (S. aureus) enzyme inhibition. AID 602399. purified NadD enzyme, colorimetric absorbance read-out. hit rate 0.78% among 360,000. inhibition, % at 20 µM; in the data active = inhibition above about 26%; note: some compounds past the cut are filed as inactive
* hit, by the source's call; i = inactive; · = no result given; + = active, no number.

No. | SMILES | Scp1 inh | LMPTP inh | CendR NRP1 mod | SUMO1 PPI mod | STEP inh | Neddyl block | Tb MetRS inh | DNMT1 inh | SKN-1 inh | NadD inh
1 | CCC(C)(C)C1CCC(=NNC(=S)Nc2cccnc2)CC1 (stereo unspecified) | 4 | 0.0 | 1 | -6 | -1 | i | -0.7 | -7 | -17 | 0
2 | COC(=O)c1ccc2nc(C(C)(C)C)c(Cc3ccc(OC)cc3C)n2c1 | · | -0.3 | -17 | -5 | -1 | i | 1.3 | 9 | -3 | 0
3 | COc1ccc(NC(=O)c2c([N+](=O)[O-])c(C(C)(C)C)nn2C)cc1 | -10 | 2.9 | -3 | -4 | -2 | i | -0.3 | 0 | 14 | -11
4 | NC(=O)c1cc(S(=O)(=O)Nc2ccccc2)cs1 | 3 | -1.8 | -14 | -1 | -2 | i | -1.7 | 0 | 0 | -4
5 | NC(=O)C1(Nc2ccccc2Cl)CCCC1 | 5 | -1.4 | 7 | 7 | 0 | i | -0.5 | 4 | -3 | -3
6 | CCOC(=O)Cn1c2c(c(=N)c3c1CCC3)CCCC2 | 1 | -0.4 | 7 | 2 | -2 | i | 0.4 | -1 | -2 | 0
7 | CN(CCc1ccccn1)Cc1ccc(Cl)cc1Cl | -8 | -2.8 | -6 | 1 | 0 | i | 0.3 | -1 | 2 | -5
8 | O=C(NCCN1C(=O)S/C(=C/c2cccnc2)C1=O)C1=NN(c2ccccc2)C(=O)CC1 | -2 | -1.1 | -7 | -25 | 2 | i | -0.2 | -2 | 1 | -2
9 | CCN(CC)C(=O)CN(c1cc2c(cc1OC)oc1ccccc12)S(=O)(=O)c1ccccc1 | -17 | 1.2 | 10 | -2 | 0 | i | -0.6 | 2 | 16 | 1
10 | CCC1CCCCN1C(=O)c1cc2c(=O)n3cccc(C)c3nc2s1 (stereo unspecified) | 7 | 1.0 | 9 | -21 | 1 | + | 0.2 | 2 | 20 | 6
11 | CCCCC(O)(C(NC=O)C(=O)OC)C(F)(F)F (stereo unspecified) | -5 | 0.4 | -3 | 3 | 0 | i | -1.0 | -18 | 2 | 1
12 | Oc1ccc(/C=C/c2ccc3ccccc3n2)cc1 | -7 | 4.7 | -3 | -18 | -1 | · | -0.3 | -8 | 25 | 4
13 | COc1ccc(N(CC(=O)NCCSc2ccccn2)S(=O)(=O)c2ccccc2)cc1Cl | -5 | 1.8 | -6 | 1 | 0 | i | -0.2 | -1 | 0 | -5
14 | Cc1ccc(CNC(=O)C2CCN(c3nn4c(=O)cc(C)nc4s3)CC2)cc1 | -3 | -1.4 | -7 | -4 | -1 | i | -0.4 | 1 | -10 | -2
15 | CCCN(CCC)S(=O)(=O)c1ccc(C(=O)Nc2nc3c(s2)CCc2ccccc2-3)cc1 | 1 | -0.8 | 2 | 4 | 6 | · | -0.7 | 31 | -2 | 4
16 | COc1cccc(-c2csc(N3CCN(C(=S)Nc4ccc(Cl)cc4)CC3)n2)c1 | 7 | 1.3 | 0 | -3 | 4 | i | 0.0 | -15 | 4 | 10
17 | O=C(/C=C/c1ccccc1)NCCSc1ccc(Cl)cc1 | -5 | -2.3 | 4 | -3 | 0 | i | 0.3 | -3 | -3 | -9
18 | CCCOc1ccc(C(CC(=O)O)NS(=O)(=O)c2ccc(NC(C)=O)cc2)cc1 (stereo unspecified) | -9 | -1.8 | 0 | 2 | -2 | i | -0.3 | 5 | 10 | 4
19 | O=C(O)C(=Cc1ccc([N+](=O)[O-])cc1)c1cccc(Cl)c1 | · | -1.0 | 4 | -25 | -1 | i | -0.1 | 6 | 10 | -8
20 | COc1ccc(NC(=O)C2CCN(c3cc(C)nc(-c4ccccc4)n3)CC2)cc1 | 0 | 1.9 | 0 | 1 | 1 | i | -0.1 | -10 | 15 | 4
21 | CCN(CC)S(=O)(=O)c1cc(NC(=O)CSc2nnc(-c3cccs3)o2)ccc1C | 3 | -0.2 | -9 | 2 | 2 | i | -0.8 | 4 | 5 | 2
22 | CCCCc1ccc(N=N/C(C(=O)Nc2ccc(NC(C)=O)cc2OC)=C(/C)O)cc1 | -7 | 7.8 | -3 | -18 | 1 | i | -1.0 | -4 | 11 | -13
23 | O=C(C[C@@H]1C/C=C/CCCC(=O)O[C@H](c2ccccc2)CNC1=O)N[C@H](CO)Cc1ccccc1 | -4 | -0.2 | -12 | -1 | 0 | i | -0.1 | 3 | -13 | -3
24 | O=S(=O)(c1ccc(Cl)cc1)N1CCCC1c1nc(-c2ccc(Cl)cc2)no1 (stereo unspecified) | -13 | 2.2 | 2 | 2 | 2 | i | 0.0 | -5 | 22 | -1
25 | O=C(CCCc1nc(-c2ccccc2)no1)Nc1cccnc1 | 9 | 0.9 | 8 | 3 | 3 | i | -0.1 | 0 | -1 | 0
26 | COc1ccc(-n2c(Cc3cccn3C)nnc2SCC(=O)N2CCC(C)CC2)cc1 | 2 | 0.1 | 11 | 2 | -1 | i | -0.3 | 0 | 3 | 3
27 | CC(C)(C)c1ccccc1OCCCCCn1ccnc1 | 1 | -0.2 | -11 | 5 | 0 | i | -1.1 | 0 | 16 | 4
28 | CCc1cc(=O)[nH]c(SCc2cccnc2)n1 | -5 | -0.6 | 12 | 1 | -2 | i | 0.3 | 0 | 25 | -2
29 | COc1ccc(OC)c(NS(=O)(=O)c2ccc3c(c2)CCC(=O)N3)c1 | -2 | -0.6 | 2 | 1 | 1 | i | 0.4 | -2 | -8 | -9
30 | CCc1ccc(-c2cc(C(F)(F)F)n3nc(C(=O)Nc4cnn(Cc5ccccc5C)c4)cc3n2)s1 | -4 | 3.1 | 12 | 3 | 0 | i | -0.9 | 1 | 8 | -6
31 | O=C1CCSc2c1ccc1ccccc21 | -3 | -0.1 | 1 | -32 | -1 | · | -0.5 | 1 | 10 | -5
32 | COc1ccc(OCCNC(=O)c2ccccc2OCC(=O)Nc2ccc(NC(C)=O)cc2)cc1 | 0 | -1.6 | -4 | 1 | -4 | i | 0.1 | -7 | 6 | 0
33 | CC(=O)Nc1ccc(NC(=O)c2c(-c3ccccc3)noc2C)cn1 | 10 | -0.8 | 5 | 1 | 0 | i | -0.5 | 1 | -9 | -7
34 | CCCn1c(CN2CCN(C(C)=O)CC2)nc2cc(S(=O)(=O)N(C)C)ccc21 | 10 | -0.2 | 1 | 1 | -2 | i | -1.3 | 3 | -15 | -4
35 | CC1(C)Cc2c(cnn2-c2cccc(F)c2)C(NC(=O)CN2CCCC2=O)C1 (stereo unspecified) | -3 | 0.1 | 12 | 2 | 6 | i | -0.5 | 0 | -12 | 5
36 | CC1CCN(S(=O)(=O)c2ccc3c(c2)N(CC(=O)NCCCOC(C)C)C(=O)CO3)CC1 | -3 | -0.2 | 7 | 1 | -1 | i | 0.1 | 3 | 9 | 1
37 | CN(CC(=O)Nc1c(Cl)cccc1Cl)C(=O)Cc1ccc2c(c1)CCC2 | 0 | -1.6 | -11 | 0 | 7 | i | -0.1 | -1 | -9 | 2
38 | O=C(NNC(=O)c1sccc1-n1cccc1)Nc1ccccc1 | 19 | 0.9 | 12 | -5 | 1 | i | -0.2 | 3 | 11 | 0
39 | O=C(/C=C/c1ccccc1)NCC(=O)N/N=C/c1ccco1 | -10 | -0.8 | 6 | 4 | -3 | i | 0.1 | -1 | -9 | 1
40 | CCOC(=O)c1nnn(-c2nonc2N)c1-c1ccccc1 | 7 | -0.9 | -21 | -4 | 1 | i | -0.2 | 0 | 1 | 0
41 | Cc1noc(C)c1CSc1cc(C)c2ccccc2n1 | -1 | 1.9 | 14 | 3 | -1 | i | -0.6 | -3 | 19 | 2
42 | CCC(=C(c1ccc(OC)cc1)c1ccc(OC)cc1)c1cn(CC(O)CN2CCN(C)CC2)c2ccccc12 (stereo unspecified) | -11 | -4.8 | 7 | 3 | 8 | i | -0.7 | -1 | 7 | 8
43 | COc1ccc(CCNC(=O)Nc2ccc3c(c2)c(=O)n(C)n3Cc2ccc(Cl)cc2)cc1OC | · | 0.8 | -3 | 0 | -4 | · | -0.1 | -10 | -12 | 2
44 | O=C(O)CCCCn1c(SCC(=O)Nc2ccccc2C(F)(F)F)nc2ccsc2c1=O | -5 | -1.0 | -10 | 3 | 0 | i | -0.1 | 0 | 11 | 4
45 | C=CCn1c(=O)c(C(=O)NCCc2ccccc2)c(O)c2ccccc21 | -22 | 1.7 | 1 | 0 | 0 | i | -0.1 | -3 | 13 | -1
46 | CCOC(=O)C1=C(N)OC2=C(C(=O)CCC2)C1c1cccnc1 (stereo unspecified) | -1 | -0.1 | -2 | 0 | 0 | i | 0.0 | 3 | 23 | 4
47 | CCNC(=O)/C(=C\c1ccccc1)NC(=O)/C=C/c1ccccc1 | -3 | -2.4 | 10 | -5 | -1 | i | -0.3 | -3 | 15 | 4
48 | COc1ccc(C2C(C(=O)c3ccco3)=C(O)C(=O)N2CC2CCCO2)cc1 (stereo unspecified) | -7 | -0.8 | -2 | -1 | 1 | i | 0.1 | -4 | 0 | 4
49 | CN(C)CCNc1oc(COc2ccc(Cl)cc2Cl)nc1C#N | -11 | -11 | -7 | 4 | 15 | i | -0.6 | -14 | 7 | -3
50 | CCc1ccc(NC(=O)COc2ccc(/C=C(/C#N)c3nc4ccccc4[nH]3)cc2OC)cc1 | 5 | 1.5 | -30 | -2 | 0 | · | 0.0 | 39 | -1 | 21
51 | Cc1cccc(NS(=O)(=O)c2ccc3c(c2)Cc2cc(S(=O)(=O)Nc4cccc(C)c4C)ccc2-3)c1C | -5 | 1.2 | -6 | 2 | -6 | i | -0.3 | -6 | 4 | 36*
52 | Cc1[nH]c(=O)c(C#N)c(C)c1CCC(=O)Nc1cc(S(C)(=O)=O)ccc1Cl | 58* | -1.5 | 6 | -3 | -1 | i | -0.6 | -1 | 13 | -9
53 | CCOC(=O)c1c(NC(=O)CSc2nncs2)sc(C)c1-c1ccccc1 | -11 | 4.4 | -10 | 7 | 0 | i | -0.3 | -11 | 8 | -3

Record cards, from the list above. Values in the order: Scp1 inh	LMPTP inh	CendR NRP1 mod	SUMO1 PPI mod	STEP inh	Neddyl block	Tb MetRS inh	DNMT1 inh	SKN-1 inh	NadD inh
`O=C(O)CCCCn1c(SCC(=O)Nc2ccccc2C(F)(F)F)nc2ccsc2c1=O` in the list: -5	-1.0	-10	3	0	i	-0.1	0	11	4
`O=C(/C=C/c1ccccc1)NCC(=O)N/N=C/c1ccco1` in the list: -10	-0.8	6	4	-3	i	0.1	-1	-9	1
`COc1ccc(C2C(C(=O)c3ccco3)=C(O)C(=O)N2CC2CCCO2)cc1` (stereo unspecified) in the list: -7	-0.8	-2	-1	1	i	0.1	-4	0	4
`CCCn1c(CN2CCN(C(C)=O)CC2)nc2cc(S(=O)(=O)N(C)C)ccc21` in the list: 10	-0.2	1	1	-2	i	-1.3	3	-15	-4
`CC(=O)Nc1ccc(NC(=O)c2c(-c3ccccc3)noc2C)cn1` in the list: 10	-0.8	5	1	0	i	-0.5	1	-9	-7
